# Screening data: PubChem, several laboratories
# MC4R ag barr – activates human MC4R beta-arrestin recruitment; hit rate 0.98% among 360,000; U2OS MC4R beta-arrestin complementation, luminescence; percent of melanotan II response, DMSO zero; AID 540308; activation, % at 8.9 µM;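 active means activation above a per-plate cutoff, the mean activation of sample wells on that plate plus 3 SD, cut at about 8% in these data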
# Cardio protect – protects H9c2 cardiomyocytes from peroxide injury; H2O2 injury protection, ATPLite, 2 h; protection from H2O2 cell death, % at 20 µM; hit rate 0.63% among 360,000; AID 588492;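 active means compounds giving at least 50% protection of heart cells from peroxide-induced death in the single-dose screen, raw or plate-pattern-corrected value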;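 further: 0% = DMSO wells with peroxide and 100% = DMSO wells without peroxide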
# CaV13 ICDI inh – Disruptors of the CACNA1D IQ motif to Ca2+-dependent inactivation inhibitor domain association, primary screening, Förster resonance energy transfer in intact living …. HEK cells, CFP/YFP FRET ICDI-IQ, plate reader, 10 min; percent FRET-ratio fall versus neutral wells. inhibition, % at 12.3 µM. hit rate 0.098% among 340,000;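 active means mean replicate inhibition of at least 30% and at least 1% of replicates passing that level; inconclusive means only one of the two criteria is met; inactive means neither criterion is met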;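 further: 0% = median of the neutral control wells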
# N-glyco inh – blocks N-linked glycosylation in D54 reporter cells. D54 ERlucT glycosylation luciferase reporter, 24 h; percent of 100 nM tunicamycin response. hit rate 0.23% among 360,000. reporter increase, % at 12.5 µM;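 active means mean luciferase reporter signal, scaled so untreated is 0 and the glycosylation-blocking control 100, at or above a set limit in every replicate; inconclusive means mean reaches the limit but not every replicate does; inactive means mean below the limit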;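 further: luciferase carries N-glycosylation sites so blocking glycosylation raises the light; 0% = median of neutral control wells and 100% = median of 100 nM tunicamycin wells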
# MC4R antagonist – human MC4R antagonism in cAMP assay | inhibition, % at 6.5 µM | AID 540295 | hit rate 0.48% among 360,000 | P32245 | MC4R-expressing cells, MTII-stimulated cAMP, LANCE TR-FRET;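 active means inhibition above its plate's cutoff, the mean of tested wells on that plate plus 3 SD, cut at about 29% in these data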;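 further: 0% = Melanotan II alone and 100% = Melanotan II plus saturating MCL0020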
#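 Assay system: human MC4R-expressing U2OS cells; reagent: Melanotan II stimulation of cells; dosing: 6.5 µM single dose; timing: compound 30 min, challenge 1 h, detection 1 h; signal: TR-FRET cAMP assay; replicates: one well per compound, no replicates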
# PDI turbidity – blocks human protein disulfide isomerase activity. P07237. PDI insulin aggregation turbidity, A650, 90 min. inhibition, % at 10 µM. hit rate 0.052% among 350,000. AID 588391;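 active means mean inhibition across replicates of 30% or more, whatever share of single replicates reach that level; inconclusive means mean inhibition below 30% while every single replicate reaches 30%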;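 further: absorbance from insulin aggregation driven by PDI reduction with DTT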
# Target sequence (P07237 whole entry, looked up): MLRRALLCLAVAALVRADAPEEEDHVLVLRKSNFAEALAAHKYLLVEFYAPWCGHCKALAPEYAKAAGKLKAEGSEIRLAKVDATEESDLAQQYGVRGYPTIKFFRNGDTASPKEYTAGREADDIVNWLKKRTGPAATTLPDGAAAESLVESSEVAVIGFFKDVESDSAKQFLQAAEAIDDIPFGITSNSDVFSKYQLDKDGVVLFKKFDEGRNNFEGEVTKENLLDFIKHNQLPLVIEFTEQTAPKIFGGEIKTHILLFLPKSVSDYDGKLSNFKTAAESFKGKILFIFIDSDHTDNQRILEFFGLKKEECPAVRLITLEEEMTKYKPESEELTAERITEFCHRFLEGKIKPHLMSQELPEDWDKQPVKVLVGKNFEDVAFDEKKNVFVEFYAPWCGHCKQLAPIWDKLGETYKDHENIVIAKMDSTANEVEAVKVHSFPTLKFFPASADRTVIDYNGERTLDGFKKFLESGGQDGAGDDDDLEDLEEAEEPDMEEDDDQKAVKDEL
# ABCB6 inh 2 – blocks the human ABCB6 transporter | K562-ABCB6 porphyrin accumulation, flow cytometry, 1 h; active compounds read low | hit rate 0.19% among 360,000 | Q9NP58 | fluorescence ratio to DMSO, % at 10 µM | AID 602162;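 active means fluorescence ratio to DMSO below 75%, the collection mean minus 3 SD; inconclusive means too few cells collected in the well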;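 further: signal is porphyrin accumulated inside mitochondria; 100% equals median channel fluorescence of DMSO control wells; lower ratio means ABCB6 inhibition with less porphyrin fluorescence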
# aDG glyco act – alpha-DG glycosylation activation. Pro5-aDG cells, alpha-DG glycosylation AlphaScreen (IIH6); 0% Pro5, 100% B10-LARGE cell signal. activation, % at 10 µM. hit rate 0.22% among 360,000. AID 624168;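 active means activation of at least 8% versus controls, or a plate z-score of at least 8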;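 further: Pro5 are CHO cells carrying HIG-tagged alpha-DG that lacks glycosylation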
# Vif inh – blocks HIV Vif function; HEK293T cells, Vif self-association by quenched fluorescence, imaging, 24 h; inhibition, % at 7.49 µM; hit rate 0.35% among 340,000; in the data active means inhibition above about 50%, passing the limit was not always enough; inconclusive means no clear call, values can overlap the other calls; inactive means below about 31%; further: some results filed as inactive read as strong as hits
# HTR2A ag – mouse HTR2A agonism via beta-arrestin recruitment. P35363. CHO-K1 mHTR2A beta-arrestin complementation, luminescence; percent of 30 µM serotonin response. activation, % at 7.6 µM. hit rate 0.66% among 360,000;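 active means activation above a run cutoff, the mean activation of all tested compounds plus 3 SD, cut at about 14% in these data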;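 further: 0% = plate median of compound wells and 100% = 30 µM serotonin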
# Target sequence (P35363 whole entry, looked up): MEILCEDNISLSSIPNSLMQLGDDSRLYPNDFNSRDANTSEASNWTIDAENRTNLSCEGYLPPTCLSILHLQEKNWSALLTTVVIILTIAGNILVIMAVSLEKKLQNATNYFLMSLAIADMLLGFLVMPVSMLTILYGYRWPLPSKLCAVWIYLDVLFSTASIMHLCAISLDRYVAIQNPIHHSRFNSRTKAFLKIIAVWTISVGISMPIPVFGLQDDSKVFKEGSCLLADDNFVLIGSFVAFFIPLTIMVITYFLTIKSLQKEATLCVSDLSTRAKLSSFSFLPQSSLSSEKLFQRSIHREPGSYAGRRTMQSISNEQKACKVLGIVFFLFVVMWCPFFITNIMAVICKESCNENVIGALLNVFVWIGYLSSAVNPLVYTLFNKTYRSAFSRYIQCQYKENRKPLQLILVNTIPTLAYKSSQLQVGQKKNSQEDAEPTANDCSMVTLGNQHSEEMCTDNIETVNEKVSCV
# * = called active by the depositor; ? = inconclusive; / = not tested or not shown.
SMILES,MC4R ag barr,Cardio protect,CaV13 ICDI inh,N-glyco inh,MC4R antagonist,PDI turbidity,ABCB6 inh 2,aDG glyco act,Vif inh,HTR2A ag
CC(=O)c1cc2c(cc1C)CCCC2(C)C,-0.1,4,-5,-1,1,-3,101,-0.3,5,0
O=C(NCc1ccco1)C1CCN(c2ccc(N3CCOCC3)nn2)CC1,-1.3,1,-5,0,-2,27,93,-0.1,/,-1
O=C(/C=C/c1ccccc1)N/C(=C/c1ccccc1)C(=O)Nc1cccc(C(=O)O)c1,-1.4,-2,-4,0,12,0,96,0.1,26,-1
O=C(c1ccc(Cl)cc1)C1CCCN(Cc2ccc(Oc3ncccn3)cc2)C1 (centres undefined),0.9,-8,-2,-3,0,5,100,-0.3,-2,-1
Cc1cccc(C(=O)Nc2cc(OCc3cccc(F)c3)c(Cl)cc2Cl)c1,-0.6,-3,-3,0,0,-2,106,-0.1,1,0
O=C(ONC1=NCCCCC1)c1ccc(Cl)cc1,1.7,-12,-2,3,3,-6,84,-0.1,30,1
NS(=O)(=O)c1cccc(NC(=O)c2cccs2)c1,2.6,-3,4,-1,14,2,104,-0.1,-2,4
CCCSc1nc(C)cc(C)c1S(=O)(=O)c1ccccc1C,-0.4,-28,-1,-5,2,11,106,-0.2,1,-5
O=C(O)C1C2C=CC(C2)C1C(=O)NC1CCN(Cc2ccccc2)CC1 (centres undefined),-0.6,4,-4,-1,-6,9,94,-0.3,1,-4
CC1=C(C(N)=O)C(c2cccnc2)n2nc(-c3cccc(Cl)c3)nc2N1 (centres undefined),-0.5,0,-4,2,21,9,97,-0.3,4,-5
COc1ccc(-n2nnnc2SCC(=O)Nc2ccccc2N2CCOCC2)cc1OC,1.8,-1,4,1,1,-4,100,0.3,10,4
CCC(=O)NC(c1cccs1)c1ccc2cccnc2c1O (centres undefined),-2.0,31,-11,-11,13,-4,101,-1.0,-3,-5
COc1ccc(N2C(=O)CC(SCC(=O)O)C2=O)cc1 (centres undefined),-2.4,2,-6,3,1,-2,93,-0.3,6,4
CC(=O)Nc1cc(C(=O)N2CCc3ccccc3C2)ccc1Sc1ccc(C)cc1,0.1,-7,-4,-1,1,-3,103,0.1,2,0
COc1c(-c2ccc(O)c(O)c2)oc2cc(O)cc(O)c2c1=O,-0.7,30,/,18,-19,/,101,-0.3,?,-2
CCN1CCN(Cc2c(C)[nH]c3ccc(OC)cc3c2=O)CC1,-1.2,10,-4,0,9,-4,99,0.2,-11,7
CC(/C=N/NC(=O)c1cccc([N+](=O)[O-])c1)=C\c1ccccc1,1.3,5,-8,0,-8,2,99,-0.1,9,-1
CCOC(=O)N1CCC2(CC1)C(C#N)=C(N)OC1=C2C(=O)CCC1,-1.5,-2,-4,0,1,-4,99,0.1,4,1
O=C(COC(=O)c1ccc(O)cc1)Nc1cc(S(=O)(=O)N2CCCCCC2)ccc1Cl,1.0,-12,-11,-3,-3,-4,97,-0.2,/,-6
Cc1ccc(C(=O)Nc2ccccc2C(=O)NCc2cccnc2)cc1,-3.8,-2,-5,1,-2,-3,102,-0.3,2,12

# Looked up one by one from the list above (two):
SMILES,MC4R ag barr,Cardio protect,CaV13 ICDI inh,N-glyco inh,MC4R antagonist,PDI turbidity,ABCB6 inh 2,aDG glyco act,Vif inh,HTR2A ag
O=C(COC(=O)c1ccc(O)cc1)Nc1cc(S(=O)(=O)N2CCCCCC2)ccc1Cl,1.0,-12,-11,-3,-3,-4,97,-0.2,/,-6
O=C(ONC1=NCCCCC1)c1ccc(Cl)cc1,1.7,-12,-2,3,3,-6,84,-0.1,30,1

# Remaining list, next part:
SMILES,MC4R ag barr,Cardio protect,CaV13 ICDI inh,N-glyco inh,MC4R antagonist,PDI turbidity,ABCB6 inh 2,aDG glyco act,Vif inh,HTR2A ag
CC1S/C(=N/N=C2CCC(C(C)(C)C)CC2)NC1=O (centres undefined),0.7,3,-2,3,4,-2,91,-0.1,0,-4
O=c1cc(-c2ccccc2Cl)oc2c(NS(=O)(=O)c3cccc4nsnc34)ccc(O)c12,0.5,-2,-10,1,0,-2,92,0.0,3,5
O=C(COC(=O)c1cc(=O)c2ccccc2o1)Nc1c(F)c(F)c(F)c(F)c1F,-3.1,0,-5,1,14,6,99,-0.1,-5,1
O=C(O)c1c(-n2cccc2)sc2c1CCCC2,-0.6,0,2,-1,-1,0,94,0.1,-3,0
CCOc1ccc(NC(=O)CCCn2c(=S)[nH]c3ccsc3c2=O)cc1,1.7,0,-2,0,20,-1,101,-0.1,-2,-4
Cc1cc(NC(=O)C2C3C=CC(C3)C2C(=O)O)no1 (centres undefined),-1.7,-4,-9,0,2,-5,105,0.0,-1,1
F[B-](F)(F)c1cnc2ccccc2c1,-0.7,-3,-2,1,-9,-6,99,0.0,-1,0
O=C(CN1C(=O)C2C3C=CC(C3)C2C1=O)NCC1COc2ccccc2O1 (centres undefined),1.4,5,/,-1,-1,-2,83,0.0,-2,-1
C/C(Nc1ccc(Cl)c(Cl)c1)=C1/CCOC1=O,-0.7,4,-7,1,4,-4,95,0.4,7,3
COc1ccc2cc(C(=O)CS(=O)(=O)c3ccccc3)c(=O)oc2c1,-1.6,-13,-7,-2,0,-2,105,-0.9,3,8
CC(C)N1CCc2c(sc(NC(=O)CCc3ccccc3)c2C(N)=O)C1,-4.3,4,-5,-2,15,-2,102,0.6,1,-9
Fc1ccc(C2=Nn3c(Cc4ccccc4)nnc3SC2)cc1,-1.9,-1,/,-2,5,-3,97,0.0,-3,-10
Cc1ccc(CN2CCC[C@]3(N[C@H](c4ccc(C)cc4)[C@@H]4C(=O)N(C)C(=O)[C@@H]43)C2=O)cc1,0.2,3,-3,0,2,3,94,0.0,-9,10
COc1ccc(OCC(=O)Nc2c3c(nn2C(C)(C)C)CS(=O)(=O)C3)cc1,-0.9,0,-5,3,2,1,98,0.2,-1,5
N#Cc1ccccc1Cn1cc(C#N)c2ccccc21,3.0,2,/,-2,-3,-6,96,0.2,/,1
CCCc1c(C(=O)N/N=C/c2ccc(OCc3ccc(F)cc3)cc2)nnn1-c1nonc1N,-0.9,-6,-6,3,9,0,99,-0.1,-2,3
S=C1NCN(Cc2ccccc2)CN1,-0.2,-2,-20,0,7,-4,100,0.0,23,1
CCCc1nc2sc(C(=O)OCC)c(N)c2c2c1COC(C)(C)C2,0.3,-8,-6,1,-4,-11,105,0.4,29,9
O=C(O)C(=O)/C(=C\c1ccsc1)c1ccc2ccccc2n1,-0.6,-6,-3,-4,-4,-5,97,0.1,13,0
CC(=O)NC(Cc1ccc(F)cc1)C(=O)O (centres undefined),0.5,3,-4,2,1,1,100,1.1,18,7
Cc1[nH]c2ccccc2c1C(=O)/C=C\c1ccccc1Cl,3.4,-11,-5,5,-5,-1,101,0.7,-13,-5
CC(C)(C)Cn1c(=O)[nH]c(=O)c2cc([N+](=O)[O-])cnc21,-2.4,4,-9,3,5,0,102,-0.1,-3,-2
O=C(OCC(=O)c1ccc[nH]1)c1ccc(Cl)nc1,-3.6,3,-7,0,-4,-2,94,0.0,4,-14
O=C(CN1CCC(NC(=O)C2CC2)CC1)Nc1cccc(F)c1,-0.4,-3,-3,-2,-4,9,104,-0.1,-5,0
CC(=O)Nc1ccc(OCCOc2ccc(/C=C3\C(=N)N4N=C(C(C)C)SC4=NC3=O)cc2)cc1,-1.2,6,-5,1,18,9,95,0.0,-2,-2
CC12CC(NC(=O)N1c1cccc(C(=O)N3CCN(c4ccccn4)CC3)c1)c1ccccc1O2 (centres undefined),-1.1,7,-5,0,-7,8,149,0.0,11,-3
C/C(=N/NC(=O)C(C)n1nc(C)c([N+](=O)[O-])c1C)c1ccc(OCC(N)=O)cc1 (centres undefined),-1.2,-7,-1,4,8,10,100,0.0,9,0
O=C(CC1S/C(=N/N=C/c2c[nH]c3ccc(OCc4ccccc4)cc23)NC1=O)Nc1ccccc1 (centres undefined),7.7,4,-5,2,-3,-5,98,0.0,4,5
CC1(C(=O)NS(=O)(=O)c2ccccc2)CCN1C(=O)CC1CCCC1 (centres undefined),-0.8,4,-4,-1,4,4,97,-0.3,0,2
Nc1ncnc2c1ncn2C1OC(CO)C(O)C1O (centres undefined),-0.2,11,8,1,1,-4,97,1.0,2,-2
Cc1nc(S(=O)(=O)Nc2ccccc2C(=O)NCC2CC2)cn1C,0.2,1,-20,0,-1,-1,99,-0.2,14,-1
Cc1c(C)c2c(OCC(=O)N[C@@H](Cc3ccccc3)C(=O)O)cc3c(c2oc1=O)CCC(C)(C)O3,2.7,0,/,1,2,/,92,0.0,18,11
CCCCC1Cc2[nH]c(=S)[nH]c(=O)c2C(c2ccc(F)cc2)O1 (centres undefined),/,2,-5,4,/,/,101,-0.1,/,3
CCN(CC)S(=O)(=O)c1ccc(SCC(=O)c2c(N)n(C3CC3)c(=O)[nH]c2=O)nc1,-0.9,2,-10,3,0,10,97,-0.1,17,-9
CN1CCN(C(=O)/C(=C/c2cn(S(=O)(=O)N(C)C)c3ccccc23)NC(=O)c2ccccc2F)CC1,-0.8,16,-2,-3,9,-1,101,-0.3,18,9
O=C(O)c1cc(N/N=C/c2ccc(N3CCOCC3)cc2)ccc1Cl,-0.3,2,-5,-4,-16,2,96,0.1,-8,1
Cc1cc(C)n(Cc2cccc(F)c2)c(=O)c1C#N,-2.2,0,-4,3,1,0,100,-0.1,2,-2
O=C(CSc1nnc(-c2ccco2)n1Cc1ccccc1)NC(=O)NCc1ccco1,-3.2,10,-8,0,5,-2,96,0.2,1,5
Cc1cc(C)cc(N(CC(=O)NCCSCc2ccco2)S(C)(=O)=O)c1,-0.3,9,-7,2,1,7,93,-0.2,-13,9
COc1ccc(S(=O)(=O)N2CCN(CC(=O)NC3CCCC3)CC2)cc1,0.6,-1,-4,0,5,8,110,-0.2,-7,2
O=C(O)c1cc([N+](=O)[O-])c(Nc2cccc3ccccc23)c([N+](=O)[O-])c1,-2.5,1,-2,3,-1,-2,110,0.0,-5,0
O=C(CN1CCN(C(=O)c2ccco2)CC1)Nc1ccc(Cl)c(C(F)(F)F)c1,0.2,-20,-1,0,4,3,105,0.8,5,6
CCOc1ccc(NC(=O)COC(=O)C2C3CC4OC(=O)C2C4C3)cc1 (centres undefined),0.6,-3,-2,4,10,-2,103,0.0,-4,7
Cc1ccc(NC(=O)c2cc(NC(=O)c3ccco3)ccc2N2CCOCC2)cc1Cl,4.7,10,-1,1,26,-7,91,-0.1,-1,-4
O=C1CN(C(=O)COC(=O)c2ccc(Cl)cc2)c2ccccc2N1,-2.0,-5,-6,1,0,-5,101,0.1,11,3
CC1(C)CC(=O)C(C=NCCN2CCN(C(=S)Nc3cccc(Cl)c3)CC2)=C(O)C1,-2.5,-3,-8,1,9,2,97,0.0,23,1
Cc1ccc(S(=O)(=O)N2CCCCC2)cc1NC(=O)C1COc2ccccc2O1 (centres undefined),-2.4,-3,-7,-3,2,4,98,0.1,6,-9
COc1ccc(Cc2nc3ccc(C(=O)N4CCCCC4CO)cc3o2)cc1OC (centres undefined),-3.0,0,-14,-2,6,-3,90,0.1,-12,-7
